JNK3 inh = JNK3 kinase activity inhibitors, primary screen, biochemical, human, purified enzyme; Mitogen-activated protein kinase 10 (Homo sapiens), P53779; HTS; inhibition, % at 8 µM; 60,000 compounds, 0.61% hits; in the data active = inhibition above about 17%;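 note: 0% = DMSO and 100% = reference inhibitor; many of its hits are not listed in these tables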
Target sequence (P53779 whole entry, looked up): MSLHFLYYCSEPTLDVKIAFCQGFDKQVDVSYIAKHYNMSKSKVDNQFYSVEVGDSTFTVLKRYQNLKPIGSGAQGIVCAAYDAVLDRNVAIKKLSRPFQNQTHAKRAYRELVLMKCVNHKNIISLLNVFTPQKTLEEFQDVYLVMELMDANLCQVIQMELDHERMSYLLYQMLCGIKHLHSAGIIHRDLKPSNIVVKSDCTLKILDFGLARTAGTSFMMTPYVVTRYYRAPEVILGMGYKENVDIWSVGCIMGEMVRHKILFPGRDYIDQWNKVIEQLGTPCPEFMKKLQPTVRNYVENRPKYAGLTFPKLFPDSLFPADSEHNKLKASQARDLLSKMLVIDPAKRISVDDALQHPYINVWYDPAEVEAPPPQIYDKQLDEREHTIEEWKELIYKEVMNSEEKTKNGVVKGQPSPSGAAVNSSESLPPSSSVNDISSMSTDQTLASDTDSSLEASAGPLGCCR
Hsp90 block = tumor Hsp90 inhibitors, primary screen, cell lysate, fluorescence polarization, NCI-N417 lysate | Cy3B-geldanamycin FP displacement | AID 429, 2006 | Heat shock protein HSP 90-alpha (Homo sapiens), P07900 | inhibition, % at 30 µM | 64,000 compounds, 0.35% hits;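 active = inhibition above 50%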;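 note: 0% = tracer plus lysate wells and 100% = tracer alone without lysate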
FXIa inh mix = FXIa protease inhibitors in compound pools, primary screen, biochemical, 10-compound mixtures; Coagulation factor XI (Homo sapiens), P03951; purified FXIa, fluorogenic substrate, pooled mixtures; 62,000 compounds, 0.19% hits; inhibition, % at 5 µM;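 note: each value is inhibition by a whole ten-compound pool holding the compound; 0% = enzyme with no mixture and 100% = wells lacking enzyme; strong numbers were not always called active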
AP complement = alternative complement pathway inhibitors, primary screen, biochemical, ELISA, human serum, orthogonally pooled compounds; LPS-coated ELISA, C3 deposition; tested in compound mixtures; inhibition, % at 5 µM; 62,000 compounds, 0.08% hits; AID 1235, 2008;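 active = inhibition above 30% in each of the two pooled mixtures holding the compound, so the lower value exceeds 30%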;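 note: 0% = serum in Mg-EGTA without compound and 100% = EDTA serum blank; some compounds past the cut are filed as inactive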
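Test system – human serum alternative complement pathway, C3 deposition on LPS-coated wells · Buffer or medium – diluted human serum in Mg2+-EGTA GVB++ · Compound dosing – 5 µM each compound, pools of ten, 50 µM per pool · Schedule – 1 h serum-compound exposure at 37 °C · Measured by – Anti-C3 ELISA, OD 450 nm · Read-out basis – percent inhibition of C3 deposition onto LPS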
MMP-13 inhibitor = human MMP13 inhibitors, primary screen, biochemical, FRET peptide cleavage | MMP-13 fTHP FRET cleavage, Mca fluorescence | inhibition, % at 4 µM | 65,000 compounds, 0.07% hits | AID 570, 2006;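 active = inhibition above the mean of compound-free control plate wells plus 3 SD, cut at about 14% in these data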;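 note: 0% = DMSO wells and 100% = wells with reference MMP-13 inhibitor after basal subtraction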
FXIIa mix inh = human factor XIIa inhibitors, primary screen, biochemical, pooled compound mixtures, fluorogenic substrate; Coagulation factor XII (Homo sapiens), P00748; purified FXIIa; inhibition, % at 5 µM; 62,000 compounds, 0.2% hits;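 note: 0% = enzyme without compound and 100% = no enzyme blank; some results filed as inactive read as strong as hits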
Abs 340nm = compound light absorbance at 340 nm, profiling panel, artefact control, biochemical, MLSMR library, data from PS, PMK, MK assays; AID 708, 2007; compound absorbance at 340 nm, fold over control; fold change at 10 µM; 65,000 tested, under 10 active;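 active = at 10 µM dose, initial 340 nm absorbance at least 2 fold that of control wells; inactive = change under 2 fold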;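 note: initial absorbance extrapolated from kinetic A340 decline of NADH oxidation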
Cdc25B block = inhibitors of Cdc25B phosphatase catalytic domain, primary screen, biochemical, OMFP fluorescence; M-phase inducer phosphatase 2 (Homo sapiens), P30305; recombinant Cdc25B, OMFP fluorescence Ex485/Em525; inhibition, %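 (compounds tested at 10 µM final in the well)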; 65,000 compounds, 0.1% hits; AID 368, 2006; in the data active = inhibition above about 50%
Target sequence (P30305 whole entry, looked up, the tested form may be a part): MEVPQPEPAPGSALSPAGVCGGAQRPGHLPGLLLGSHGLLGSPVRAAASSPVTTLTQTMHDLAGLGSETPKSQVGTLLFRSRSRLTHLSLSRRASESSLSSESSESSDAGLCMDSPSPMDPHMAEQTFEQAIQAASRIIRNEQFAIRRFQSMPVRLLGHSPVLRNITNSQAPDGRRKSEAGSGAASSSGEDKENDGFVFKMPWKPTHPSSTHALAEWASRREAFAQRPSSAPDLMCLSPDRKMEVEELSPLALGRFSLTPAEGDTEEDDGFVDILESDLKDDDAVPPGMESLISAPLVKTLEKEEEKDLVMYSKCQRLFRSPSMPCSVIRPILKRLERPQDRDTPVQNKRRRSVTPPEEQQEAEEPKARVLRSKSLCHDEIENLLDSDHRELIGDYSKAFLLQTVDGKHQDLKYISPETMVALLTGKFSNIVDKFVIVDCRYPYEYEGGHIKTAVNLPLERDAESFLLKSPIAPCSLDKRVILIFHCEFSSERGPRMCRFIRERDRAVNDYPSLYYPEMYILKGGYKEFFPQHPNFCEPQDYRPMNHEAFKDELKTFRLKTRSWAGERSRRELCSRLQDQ
DUSP1 inh = MKP-1 phosphatase inhibitors, primary screen, biochemical, in vitro; Dual specificity protein phosphatase 1 (Homo sapiens), P28562; recombinant MKP-1, OMFP hydrolysis fluorescence; 65,000 compounds, 0.15% hits; inhibition, %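 (compounds tested at a single concentration somewhere between 10 and 100 µM)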;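 active = inhibition above about 50%, limit read from the data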;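 note: 0% = DMSO max control wells and 100% = wells with enzyme stopped by NaOH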
* hit, by the source's call; / = not tested or not shown; & = joins results of further samples; [ ] = remark or other dose. Cut-off read from the data, not from the text of the source, unless noted: active = inhibition above about 20% (passing the limit was not always enough); inactive = the rest.

Below each SMILES – JNK3 inh, Hsp90 block, FXIa inh mix, AP complement, MMP-13 inhibitor, FXIIa mix inh, Abs 340nm, Cdc25B block, DUSP1 inh
Cc1ccc2c(c1)N(CCC(=O)N1CCC3(CC1)OCCO3)C(=O)CO2
    -7, -2, 6, 9, -2, 4, 0.97, -7, 12
CCC(=O)c1cn(Cc2ccccc2C#N)c2ccccc12
    1, -2, 0, -21, 2, 0, 1, -20, 1
Cc1oc(-c2ccccc2F)nc1CS(=O)CC(=O)N1CCC2(CC1)OCCO2 (stereo unspecified)
    0, -4, 2, 11, 6, 18, 1, -3, 22
O=C(c1cc(S(=O)(=O)N2CCOCC2)ccc1F)N1CCC2(CC1)OCCO2
    -5, -3, 1, 14, 1, 2, 1, 5, 25
COc1ccc2c(c1)CC1(CN2C)C(=O)NC(=O)N(CCc2ccccc2)C1=O (stereo unspecified)
    -2, -15, 3, 6, 0, 2, 1, 12, 1
COc1ccc(C(=O)N2CCCC2=O)cc1
    1&9, -1&-1&-2, 9, 14, 4&1, -18, 0.99&0.98, -10&-5, 20&40
CCC(=Nc1ccc2c(c1)CCC2)c1c(O)n(C2CCCCC2)c(=O)[nH]c1=O
    -1, -5, 1, 7, -1, -2, 1.1, -1, -30
CCOc1ccccc1C1SCC(=O)Nc2c1c(=O)[nH]n2C(CC)CC (stereo unspecified)
    /, /, 1, 6, 0, 12, 1, -8, 5
CSC(=Nc1ccccc1)c1c(O)n(C)c(=O)n(C)c1=O
    8, 2, -16, -3, -1, 5, 0.97, 0, -14
Cc1cccc(-n2c(-c3ccco3)nc3ccccc3c2=O)n1
    1, -3, 8, -15, 4, 1, 1, 4, -13
CCCCOCCCn1c(N)c(C(=O)OC(C)COC)c2nc3ccccc3nc21 (stereo unspecified)
    3, -11, /, /, -410[fluorescence artefact?], /, 1, 28, -3
CCOC(=O)N(c1ccccc1)P1(=S)OCC(C)O1 (stereo unspecified)
    -7, -2, 13, 22, 2, 14, 1, 0, 22
Cn1c(O)c(C=NCCOc2ccc(Cl)cc2)c(=O)n(C)c1=O
    3, 1, 8, 11, 4, 3, 1, 1, 16
CCOC(=O)c1[nH]c(C)c(C(=O)N2CCC3(CC2)OCCO3)c1C
    2, 2, 7, 11, 2, 6, 0.99, 3, -1
S=C(c1ccc(Cl)cc1)N1CCOCC1
    -3, -1, 0, -3, 8, 5, 1, -5, 2
CN(C)CP(=O)(O)CN(C)C=O
    -5, -1, 4, 8, 6, 15, 1, -9, -11
CCOC(=O)C(C)Oc1cc(C)cc2oc(=O)c3c(c12)CCCC3 (stereo unspecified)
    /, /, 7, 6, -56, 11, 1, -13, 0
C=C(C)CSc1nnc([C@@H](N)Cc2c[nH]c3ccccc23)o1
    -5, -6, -6, 12, -4, 6, 1, 3, -4
CCCCCCC(N)CC(=O)O (stereo unspecified)
    -2, -1, 3, 8, 2, 6, 0.98, -13, -3
c1ccc2c(c1)CNc1ccccc1O2
    4, -2, -3, -1, -2, 3, 1, 6, -12
CCN(CC)CCOC(=O)c1cc2cc(COC)ccc2o1
    5, -3, 5, 15, -9, 25, 1, -2, 2
CCCCNC(=O)c1c(N)n(CCCOC)c2nc3ccccc3nc12
    /, -3, 7, -2, -161[fluorescence artefact?], 1, 1, -3, 37
CCOC(=O)c1ccc(N2C(=O)CC(N3CCC(C#N)(c4ccccc4)CC3)C2=O)cc1 (stereo unspecified)
    -11, -1, 5, 13, 4, 5, 1, -9, 13
CN(C)P(=O)(C(Cl)=C(N1CCCCC1)N1CCCCC1)N(C)C
    2, 1, 2, 1, 0, 2, 1, 3, 17
O=c1[nH]c2ccccc2c(=O)n1-c1cccc(Cl)c1
    -3, -3, /, /, -14, /, 1, -13, -8
O=c1[nH]c(=O)n(Cc2ccc(F)cc2)c(O)c1C=NCC1CCCO1 (stereo unspecified)
    -4, 4, -1, -24, 4, -18, 0.98, 2, -8
CCCCCn1c(=O)c(C(=O)NCc2ccccn2)c(O)c2ccccc21
    -8, -2, 10, 19, 2, 0, 1, -16, 12
COc1cc(/C=N/n2cnnc2)ccc1OC(=O)N(C)C
    2, -6, 5, 10, 3, 5, 1, -9, 6
O=C(CCN1CCOCC1)NCC(=O)Nc1ccc(Br)cc1C(=O)c1ccccc1
    1, -5, 2, 12, -3, -7, 1, 10, -12
Cc1ccc(Cl)cc1-n1c(O)c(C=NCCCN2CCOCC2)c(=O)[nH]c1=O
    0, -1, 3, 3, 3, 8, 1, 1, 14
Cc1ccc(-c2nc(CS(=O)CC(=O)N3CCC4(CC3)OCCO4)c(C)o2)cc1 (stereo unspecified)
    1, -1, 5, 10, -1, -2, 1, -17, 16
Nc1ccc(S(=O)(=O)N2CC3CC(C2)c2cccc(=O)n2C3)cc1 (stereo unspecified)
    0, -3, 3, 17, 1, 3, 1.1, -2, 4
Cc1ccc(CN2CCN(CC(=O)N3CCC4(CC3)OCCO4)C2=O)cc1
    /, -1, 0, 11, 8, 3, 1, -2, 13
O=c1cccc2n1CC1CC2CN(Cc2c(F)cccc2Cl)C1 (stereo unspecified)
    -1, -1, 0, 11, 2, 5, 1, -3, 4
CCCCP(=O)(O)CCC(=O)O
    1, -1, -4, 0, -4, -2, 1, -2, 21
CC12CC(c3ccccc3O1)C(C(=O)OCc1ccccc1)C(=O)N2 (stereo unspecified)
    /, 0, /, /, 8, /, 1, -5, 30
O=C(Nc1cccc(Cl)c1)c1c(O)c2c(n(Cc3ccco3)c1=O)CCCC2
    2, -2, 2, 5, 0, -21, 1.1, -2, -7
O=C(c1ccccc1)c1cn(CC(=O)N2CCCC2)c2ccccc12
    0, -1, 4, 12, -10, -3, 1.1, -9, 3
O=C(COc1ccccc1)N1CCN(C2CCCC2)CC1
    1, 1, 7, 14, 2, 0, 0.99, -13, -11
CCCCCCN=C(C)c1c(O)n(CCCC)c(=O)[nH]c1=O
    2, 6, -2, -4, 4, 1, 1.1, 2, 3
CCC(=NCCCN(CC)CC)c1c(O)n(C2CCCCC2)c(=O)[nH]c1=O
    4, -16, 6, 1, 0, -20, 1, 8, -8
Cc1cc(C)n(CCOC(=O)C2C(C=C(Cl)Cl)C2(C)C)n1 (stereo unspecified)
    0, -1, 3, -1, -1, 4, 1, -16, 24
CCC(=Nc1ccc(OC)cc1OC)c1c(O)[nH]c(=O)[nH]c1=O
    2, 4, 3, 5, -5, -1, 1, -6, 0
C=CCn1c(O)c(C(C)=NCc2cccnc2)c(=O)[nH]c1=O
    -5, 0, 3, 4, -2, 5, 0.97, -7, -22
COP(=S)(OC)SCN1C(=O)c2ccccc2C1=O
    -6, 4, 10, 1, 7, 6, 1, -10, 1

Part of the list above in order of length of the SMILES, highest first:
Below each SMILES – JNK3 inh, Hsp90 block, FXIa inh mix, AP complement, MMP-13 inhibitor, FXIIa mix inh, Abs 340nm, Cdc25B block, DUSP1 inh
Cc1ccc(-c2nc(CS(=O)CC(=O)N3CCC4(CC3)OCCO4)c(C)o2)cc1 (stereo unspecified)
    1, -1, 5, 10, -1, -2, 1, -17, 16
O=C(Nc1cccc(Cl)c1)c1c(O)c2c(n(Cc3ccco3)c1=O)CCCC2
    2, -2, 2, 5, 0, -21, 1.1, -2, -7
CCC(=NCCCN(CC)CC)c1c(O)n(C2CCCCC2)c(=O)[nH]c1=O
    4, -16, 6, 1, 0, -20, 1, 8, -8
Nc1ccc(S(=O)(=O)N2CC3CC(C2)c2cccc(=O)n2C3)cc1 (stereo unspecified)
    0, -3, 3, 17, 1, 3, 1.1, -2, 4
CCC(=Nc1ccc(OC)cc1OC)c1c(O)[nH]c(=O)[nH]c1=O
    2, 4, 3, 5, -5, -1, 1, -6, 0
CC12CC(c3ccccc3O1)C(C(=O)OCc1ccccc1)C(=O)N2 (stereo unspecified)
    /, 0, /, /, 8, /, 1, -5, 30
O=C(c1ccccc1)c1cn(CC(=O)N2CCCC2)c2ccccc12
    0, -1, 4, 12, -10, -3, 1.1, -9, 3
CCCCCCN=C(C)c1c(O)n(CCCC)c(=O)[nH]c1=O
    2, 6, -2, -4, 4, 1, 1.1, 2, 3
O=c1cccc2n1CC1CC2CN(Cc2c(F)cccc2Cl)C1 (stereo unspecified)
    -1, -1, 0, 11, 2, 5, 1, -3, 4
COP(=S)(OC)SCN1C(=O)c2ccccc2C1=O
    -6, 4, 10, 1, 7, 6, 1, -10, 1
CCCCP(=O)(O)CCC(=O)O
    1, -1, -4, 0, -4, -2, 1, -2, 21

Continuation.
Below each SMILES – JNK3 inh, Hsp90 block, FXIa inh mix, AP complement, MMP-13 inhibitor, FXIIa mix inh, Abs 340nm, Cdc25B block, DUSP1 inh
CC1(C)Cc2c(sc3c2C(=O)NC(c2cccnc2)N3)CO1 (stereo unspecified)
    /, -1, -3, 0, -26, -23, 1, -3, 0
COc1ccc(OCC(=O)N2CCN(CC3CC4C=CC3C4)CC2)cc1 (stereo unspecified)
    -5, -3, -1, -3, -1, 4, 1, -15, 2
O=c1[nH]c(=O)n(C2CCCCCC2)c(O)c1C=NC1CCN(Cc2ccccc2)CC1
    1, 2, -41, 18, 0, 6, 1, -1, 23
COc1ccc2nc(NC(=O)CCc3nc(C4=CCN(C)CC4)no3)sc2c1
    -3, -4, 9, 15, 5, -2, 1, -12, 4
CN1CCN(c2ccc(NC(=O)C(C)(C)C)cc2)CC1
    /, /, 5, 17, 6, 0, 1, -11, 8
O=P(C(c1ccc2c(c1)OCO2)N1CCOCC1)(N1CCOCC1)N1CCOCC1 (stereo unspecified)
    -3, 2, 19, 3, -4, 1, 0.97, 15, 6
CCOC(=O)C1CCN(C(C)C(=O)c2c(C)[nH]c3cc(C)ccc23)CC1 (stereo unspecified)
    -2, -10, 6, 6, 2, 3, 1.1, -1, -5
COc1ccccc1N1CCN(Cc2cccc(OC)c2O)CC1
    1, 0, -10, -8, 3, 0, 1, -15, -10
O=C(CCC(=O)N1CCC2(CC1)OCCO2)Nc1nnc(C(F)(F)F)s1
    -7, -1, 5, 10, 6, 9, 0.98, -7, -26
CC1(C)C(C(=O)NCc2ccco2)C1(C)C
    -6, 0, 2, 6, 2, -2, 1.1, -2, -1
Cc1cc(OCc2nn[nH]n2)c2c3c(c(=O)oc2c1)CCCC3
    2, -1, 9, 11, -139[fluorescence artefact?], 11, 1.1, -12, -8

Screening results: PubChem BioAssay, several laboratories

The list is partial. The share of hits here may be higher or lower than overall.
